Screening data from PubChem BioAssay.
FUS yeast rescue = qHTS for Suppressors of FUS Proteinopathy: Primary screen using FUS-linked yeast assay; S. cerevisiae FUS-expressing, growth rescue, OD600, 24 h; Potency, µM (titrated, usually from 76.6 µM), for inactives: top-dose growth rescue (activation), hits mostly activators; 390,000 compounds, 0.24% hits; AID 1347120, 2019;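 note: potency is the fitted concentration of half-maximal effect; plate controls were DMSO vehicle for no effect and reference control for full effect; nearly all actives have a fitted effect of over 55% in size; some results filed as inactive show a strong effect at the top dose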
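FUS-expressing yeast, raffinose-pregrown, induced in 2% galactose minimal medium at OD 0.005; compounds in a dilution series, 24hr at 30C. Growth restoration read as absorbance at 600 nm. CP55940 positive control, DMSO negative.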
EPAC2 antag = qHTS for Antagonist of cAMP-regulated guanine nucleotide exchange factor 2 (EPAC2): primary screen | Rap guanine nucleotide exchange factor 4 (Homo sapiens), Q8WZA2 | EPAC2 GEF exchange of Rap1B-BODIPY-GDP, fluorescence | Potency, µM (highest dose often 114 µM), without a hit: at the top dose activity, negative = inhibition, usual class: inhibitors | 360,000 compounds, 0.18% hits | AID 720708, 2013; note: potency is the fitted concentration of half-maximal effect; % is set by controls: 0 for no effect and ±100 for the full control effect; nearly all actives have a fitted effect of over 45% in size; many of its hits are not listed in these tables
Target sequence (Q8WZA2 whole entry, looked up): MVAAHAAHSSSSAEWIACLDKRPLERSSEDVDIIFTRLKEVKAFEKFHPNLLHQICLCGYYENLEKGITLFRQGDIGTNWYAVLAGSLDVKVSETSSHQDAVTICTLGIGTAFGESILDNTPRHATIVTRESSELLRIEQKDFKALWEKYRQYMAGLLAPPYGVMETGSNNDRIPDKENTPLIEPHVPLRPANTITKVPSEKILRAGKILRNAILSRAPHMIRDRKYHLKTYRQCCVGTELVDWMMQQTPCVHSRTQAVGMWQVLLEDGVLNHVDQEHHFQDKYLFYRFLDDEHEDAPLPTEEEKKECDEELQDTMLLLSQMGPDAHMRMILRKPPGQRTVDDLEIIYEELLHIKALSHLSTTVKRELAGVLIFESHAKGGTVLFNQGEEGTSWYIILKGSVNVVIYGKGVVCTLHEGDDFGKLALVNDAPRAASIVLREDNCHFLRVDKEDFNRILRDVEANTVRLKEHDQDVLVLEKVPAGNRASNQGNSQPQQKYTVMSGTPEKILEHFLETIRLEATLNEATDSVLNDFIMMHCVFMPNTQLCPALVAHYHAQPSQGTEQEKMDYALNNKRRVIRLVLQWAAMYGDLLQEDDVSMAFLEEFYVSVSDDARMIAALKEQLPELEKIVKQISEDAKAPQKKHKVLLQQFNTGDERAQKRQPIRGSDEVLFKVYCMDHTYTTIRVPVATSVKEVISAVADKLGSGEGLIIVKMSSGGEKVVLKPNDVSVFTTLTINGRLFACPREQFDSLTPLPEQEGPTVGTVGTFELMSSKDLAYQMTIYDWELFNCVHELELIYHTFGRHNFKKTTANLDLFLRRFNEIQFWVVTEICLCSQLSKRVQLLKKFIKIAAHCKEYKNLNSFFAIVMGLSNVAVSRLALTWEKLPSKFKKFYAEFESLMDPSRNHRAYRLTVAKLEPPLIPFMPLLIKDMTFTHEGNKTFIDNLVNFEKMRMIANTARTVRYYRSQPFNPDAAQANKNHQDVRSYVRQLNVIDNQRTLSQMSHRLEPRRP
aSyn yeast inh = qHTS of alpha-syn Inhibitors; Yeast expressing alpha-synuclein, growth rescue, BacTiter-Glo, 24 h; Potency, µM (titrated, usually from 46.1 µM), for inactives: at the top dose growth rescue (activation), most hits filed as activators; 370,000 compounds, 0.14% hits; note: potency is the fitted concentration of half-maximal effect; % of control where 0% means no effect; nearly all actives have a fitted effect of over 65% in size
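Galactose-induced alpha-syn yeast (OD600=0.02, raffinose-pregrown) + pinned cpd, 24 hr, 30 deg C; growth by BacTiter-Glo luminescence. Growth restoration scores as activation.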
TDP43 rescue = qHTS of TDP-43 Inhibitors. TDP-43 expressing yeast growth rescue, BacTiter-Glo, 24 h. Potency, µM (highest dose often 46.1 µM), for inactives: at the highest dose growth rescue (activation), usual class: activators. 410,000 compounds, 1.8% hits; note: potency is the fitted concentration of half-maximal effect; % of control where 0% means no effect; nearly all actives have a fitted effect of over 50% in size
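Cell-based yeast growth screen: TDP-43 expression induced in galactose, inoculum OD600=0.02 after raffinose pregrowth to mid-log. Read-out BacTiter-Glo luminescence at 24 hr, 30 deg C; inhibition of toxicity seen as signal increase.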
Abeta rescue = qHTS for compounds that reverse cellular toxicity of Amyloid beta (A-beta) peptide in yeast: Primary Screen; yeast expressing A-beta42, growth rescue, OD600, 48 h; response scale: 0% DMSO, 100% iron-clioquinol control; Potency, µM (highest dose often 46.1 µM), for inactives: at the top dose growth rescue, most hits filed as activators; 410,000 compounds, 0.063% hits; note: potency is the fitted concentration of half-maximal effect; nearly all actives have a fitted effect of over 55% in size
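Yeast A-beta toxicity model in growth medium with pinned compounds, 48 h at 30 C; growth read as absorbance at 600 nm. Normalized to FeCl3/clioquinol equimolar mix (positive) and DMSO (negative).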
D3 ag = qHTS of D3 Dopamine Receptor Agonist: qHTS. D(3) dopamine receptor (Homo sapiens), P35462. D3R DiscoveRx beta-arrestin cells, luminescence, 90 min. max activation, %. 410,000 compounds, 0.58% hits. AID 652048, 2013; in the data active = max activation above about 30%; note: 0% is about no effect; mostly tested at two doses, the higher about 12 µM
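Agonist-mode cell screen: cells plated at 1500/well and incubated overnight at 37 °C, then exposed to library compounds for 90 min at 37 °C. Detection reagent was added for 30–60 min at room temperature, and luminescence was read.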
EPAC2 agonist = qHTS for Agonist of cAMP-regulated guanine nucleotide exchange factor 4 (EPAC2): primary screen; Rap guanine nucleotide exchange factor 4 (Homo sapiens), Q8WZA2; 360,000 compounds, 0.079% hits; Potency, µM (doses to about 154 µM), for the others: at the top dose activation, actives largely listed as activators; EPAC2 activation, biochemical qHTS; response scale: 100% = 6.5 mM cAMP response; note: potency is the fitted concentration of half-maximal effect; nearly all actives have a fitted effect of over 50% in size
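Exchange assay: 100 nM EPAC2 with 250 nM Rap1B-BODIPY-GDP and 50 uM GDP. Fluorescence (ex 480/em 540 nm) read every 5 min for 30 min at room temperature. Data normalized to 6.5 mM cAMP as agonist control.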
D3 antag = qHTS of D3 Dopamine Receptor Antagonist: qHTS; AID 652054, 2013; max response, negative = inhibition, %; 360,000 compounds, 2.5% hits; D(3) dopamine receptor (Homo sapiens), P35462; D3R cells, DiscoveRx beta-arrestin luminescence, antagonist mode; stronger effect = lower value; in the data active = max response below about -50%; inconclusive = no clear call, values can overlap the other calls; note: % is set by controls: 0 for no effect and ±100 for the full control effect; mostly tested at two doses, the higher about 12 µM
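Cells plated overnight at 1500 cells/well, then exposed to library compounds with dopamine controls for 90 minutes at 37 degrees C. DiscoveRx reagent added for 30–60 minutes at room temperature; luminescence read, quantitative HTS format.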
* hit, by the source's call; ? = inconclusive; / = not tested or not shown; & = joins results of further samples; [ ] = dose if it differs, or a comment. Unless noted, calls come from the whole dose curve; as a rule, active = well fitted curve in the direction sought with a large enough effect; inconclusive = small, poorly fitted or top-dose-only effect, or another doubt; inactive = no such curve, though single readings can be large; an effect the other way counts as inactive or inconclusive. The list is partial. The share of hits here may be higher or lower than overall.

SMILES	FUS yeast rescue	EPAC2 antag	aSyn yeast inh	TDP43 rescue	Abeta rescue	D3 ag	EPAC2 agonist	D3 antag
CCOc1ccc(/C=C/c2nc(C#N)c(N3CCN(CC)CC3)o2)cc1	-15%	/	/	4%	-29%	-25	/	/
Cc1noc(C)c1-c1ccc(C(=O)NCc2cccs2)c2occc12	14%	-18%	-4%	16µM*	-13%	1	19%	0
Nc1cccc(S(=O)(=O)c2ccc(N)c(N)c2)c1	6%	8%	-1%	15%[9.22 µM]	-2%	-5	14%	-3
CC(C)(C)NC(=O)C(c1ccc(F)cc1)N(Cc1ccccc1Cl)C(=O)c1ccn[nH]1 (stereo unspecified)	-17%	-17%	1%	19%	6%	0	2%	45
Cc1c(C(=O)N2CCCC2)nnn1-c1nonc1N	-2%	11%	-1%	11%	10%	1	-5%	-5
COc1cc(OC)cc(-c2c(-c3ccc(F)cc3)c3cc(Br)ccc3n2C)c1	-12%	-28%	12%	15%	-4%	-12	1%	-9
COCCN1CCN(C(=O)c2cc(COc3ccc(F)cc3F)on2)CC1	28%	8%	-1%	-36%[inhibitor]	-3%	-6	16%	1
COc1cc(NC(=O)c2cc(CC(C)C)on2)c(OC)cc1Cl	11%	-6%	-1%	21%	24%	4	5%	4
N#Cc1ccc(C23CC4(C2)[C@H](CN(CC2CCCCC2)[C@@H]4c2ccccc2)C3c2ccc(Cl)nc2)cc1 (stereo partly specified)	34%	10%	-10%	-7%	0%	17	0%	-72*
CCOc1ccc(NS(=O)(=O)CC23CCC(CC2=O)C3(C)C)cc1 (stereo unspecified)	20%	-5%	5%	-3%	25%	-1	1%	23
Cc1c([N+](=O)[O-])c(C/C=N/O)nn1C	11%	13%	-1%	-15%	5%	-19	8%	6
COC(=O)[C@]12CCCCC=C1N(Cc1ccc(Cl)cc1Cl)C(=O)[C@H](CC(=O)N1CCC(c3ccccc3)CC1)C2	?	8%	3%	25%	-6%	1	7%	-14
COc1ccc(OCC(O)Cn2ccnc2C)cc1 (stereo unspecified)	-2%	13%	0%	-21%	4%	-11	2%	10
O=C(CCSCc1ccccc1Cl)NC1CCCC1	6%	-3%	14%	3%	23%	-25	8%	-22
CC12CN3CC(C)(CN(C1)C3c1c[nH]c3ccccc13)C2=O (stereo unspecified)	-17%	-5%	0%	9%	-2%	-1	6%	6
CCCNC(=O)Cc1c(C)oc2ccccc12	-23%	6%	-7%	-1%	17%	9	10%	2
Cc1cc(C)n2nc(SCc3nnc(SCc4ccccc4Cl)s3)nc2n1	3%	0%	-2%	-12%	8%	4	16%	5
CC(Oc1ccccc1F)c1nnc(SCC(=O)c2c(N)n(C3CC3)c(=O)[nH]c2=O)o1 (stereo unspecified)	-18%	3%	-4%	20%	1%	-1	-5%	6
CCOC(=O)CCc1c(C)c2ccc3c(c2oc1=O)CN(CCCO)CO3	-10%	-5%	-3%	7%	-25%	2	4%	-16
O=C(CSc1nc2ccccc2o1)N1CCN(c2ccccc2)CC1	15%	-2%	4%	27%	1%	9	5%	2
Cc1ccccc1-c1nc(CS(=O)(=O)CC(=O)NCCCN2CCN(C)CC2)c(C)o1	18%&-7%	1%	-7%	-10%&2%	2%&-8%	-4&8	16%	-12
COC(=O)/C=c1/s/c(=C(\C#N)C(=O)NCc2ccco2)n(-c2ccc(C)cc2)c1=O	14%	11%	-2%	-18%	-6%	2	11%	-25
CN(C)c1nc2c(c(=O)[nH]c(=O)n2C)n1CCCc1ccccc1	7%	-1%	0%	7%	17%	-8	6%	6
CCc1ccc(C(=O)COC(=O)CNC(=O)c2ccc(Br)o2)cc1	/	4%	9%	-4%	-22%	-1	4%	11
CCOc1ccc(N2CC(C(=O)NCCc3c[nH]c4ccc(C)cc34)CC2=O)cc1 (stereo unspecified)	39%	-26%	4%	13%	15%	15	10%	6
Cc1ccc(S(=O)(=O)N2CCSCCSCCSCCSCC2)cc1	/	5%	3%	-10%	15%	9	4%	0
N=C1/C(=C/c2ccc(OCc3ccccc3F)cc2)C(=O)N=C2SC(CC(=O)N3CCOCC3)=NN12	44%	-12%	-11%	-6%	3%	-5	16%	-15
CN(C(=O)c1cccc(NC(=O)Cc2cccc(NC(=O)C3CCCN(C(=O)c4ccccc4)C3)c2)c1)C1CCC1 (stereo unspecified)	14%	-4%	1%	0%	5%	17	8%	54
CC(C)[C@H](NC(=O)OC(C)(C)C)c1cc(C(=O)N(C)CCN(C)C)c(N)s1	9%	14%	0%	22%	4%	3	1%	9
CCNC(=O)C1CCN(S(=O)(=O)c2ccc(F)cc2)CC1	18%	5%	5%	-10%	6%	1	-8%	-9

Quoted at random: three entries already listed, in no set order.
SMILES	FUS yeast rescue	EPAC2 antag	aSyn yeast inh	TDP43 rescue	Abeta rescue	D3 ag	EPAC2 agonist	D3 antag
O=C(CSc1nc2ccccc2o1)N1CCN(c2ccccc2)CC1	15%	-2%	4%	27%	1%	9	5%	2
COc1cc(OC)cc(-c2c(-c3ccc(F)cc3)c3cc(Br)ccc3n2C)c1	-12%	-28%	12%	15%	-4%	-12	1%	-9
Cc1cc(C)n2nc(SCc3nnc(SCc4ccccc4Cl)s3)nc2n1	3%	0%	-2%	-12%	8%	4	16%	5

Next part:
SMILES	FUS yeast rescue	EPAC2 antag	aSyn yeast inh	TDP43 rescue	Abeta rescue	D3 ag	EPAC2 agonist	D3 antag
CN1CCN(c2ccc(CNS(=O)(=O)c3ccc(F)cc3Cl)cc2)CC1	9%	-5%	-4%	11%	5%	-17	8%	-29
Cc1ccc(N2C(=O)CN(Cc3ccccc3)C2=S)cc1C	9%	-11%	2%	0%	-8%	5	16%	18
CCOC(=O)C1CCCN(C2CC(=O)N(c3ccc(N4C(=O)CC(N5CCCC(C(=O)OCC)C5)C4=O)cc3)C2=O)C1 (stereo unspecified)	9%	11%[57.1 µM]	6%	8%	-12%	-1	-5%	20
CN(C)S(=O)(=O)c1ccc(Cl)c(NC(=O)CN2CCN(Cc3ccc4c(c3)OCO4)CC2)c1	-15%	3%	-4%	1%	-13%	-14	6%	14
Nc1[nH]nc2nc(-c3ccccc3)[nH]c(=O)c12	-24%	-4%	1%	-3%	-8%	0	-1%	3
O=C(CCN1CCOCC1)NNC(=O)Nc1cccc(C(F)(F)F)c1	-2%	11%	0%	6%	-6%	4	-1%	-9
CC1(C)CC(=O)c2cc(OCC(=O)NCCN3CCCc4ccccc43)ccc2O1	-9%	9%	-8%	-25%	-1%	-31	-3%	-68*
CCOC(=O)CSc1nnc(CNC(=O)c2cccs2)n1-c1ccccc1	/	8%	2%	15%	-19%	0	-3%	10
COc1ccc(NC(=O)[C@@H]2CCCN2S(=O)(=O)c2ccccc2F)cc1S(=O)(=O)N1CCCCC1	15%	16%	-1%	-25%	5%	-9	14%	-11
Cc1ccc(-n2nnnc2SCC(=O)Nc2ccc3c(c2)OCCO3)cc1C	?	-8%	1%	-6%	-5%	-8	0%	0
COc1ccc(-c2csc(NC(=O)Cc3ccccc3F)n2)c(OC)c1	35%	-8%	-7%	13µM*	16%	0	2%	-10
COC(=O)c1cccc(NC(=O)CCN2C(=O)NC(C)(C)C2=O)c1	-12%	2%	3%	6%	6%	-9	4%	-21
CCCCn1nnnc1C(c1ccccc1)N1CCN(c2ncc(C(F)(F)F)cc2Cl)CC1 (stereo unspecified)	18%	-3%	-3%	?	-5%	6	5%	0
CCn1c(=O)c(=O)n(CC)c2cc(N3CCCCC3)c(NC(=O)c3cccc(OC)c3)cc21	-16%	/	/	1%	0%	-2	/	/
Cc1ccc(SCC(=O)Nc2cccc(S(=O)(=O)N3CCOCC3)c2)cc1C	-54%	4%	-5%	-14%	-6%	-7	10%	24
O=S(=O)(c1cc(F)ccc1F)N1CCC2(CC1)OCCN2S(=O)(=O)c1cccs1	28%	-7%	17%	?	24%	-8	6%	4
Cn1c(=O)oc2cc(S(=O)(=O)Nc3ccc4c(c3)OCCO4)ccc21	17%	9%	-5%	9%	1%	4	-5%	14
CCN(CC(=O)NCc1ccc(F)cc1)C(=O)CN1CCN(c2ccc(OC)cc2)CC1	19%	10%	-6%	0%	-29%	-18	8%	?
CC(=O)c1ccc(NC(=S)Nc2ccc3[nH]c(=O)[nH]c3c2)cc1	8%	-1%	1%	5%	2%	2	9%	10
CCC(NC(=O)c1ccccc1NC(=O)c1ccco1)C(=O)O (stereo unspecified)	-6%	21%	-7%	-11%	-13%	-4	-4%	25
O=C(/C=C/c1c(F)cccc1Cl)c1ccc(O)cc1	-19%	-13%	?	7.9µM*	?	1	4%	8
COC(=O)C(CC(C)C)N1CCC(=O)c2ccccc2S1(=O)=O (stereo unspecified)	-9%	-6%	1%	-5%	0%	-2	5%	17
NNC(=O)c1ccc2[nH]c3c(c2c1)CCCC3	5%	0%	1%	10%	-1%	-3	2%	3
Cc1cc(C)cc(NC(=O)COC(=O)c2cc(C)oc2C)c1	-41%	4%	9%	26%	14%	3	-9%	-6
CCCCN1CCC(COC(=O)c2cc(Cl)c(N)c3c2OCCO3)CC1	-18%	1%	8%	0%	3%	-98	1%	-108*
O=C(OCC(=O)N1N=C(c2ccc(Cl)cc2)CC1c1ccco1)c1cncc(Br)c1 (stereo unspecified)	25%	-7%	8%	-5%	13%	7	-3%	12
OCC[C@H]1C[C@H](O)[C@@H](O)[C@]2(CCc3ccccc3CO2)O1	-23%	-2%	0%	2%	3%	-24	9%	5
Cn1ccc2c(-c3cccnc3)cc3c(c21)C1CCC3C1 (stereo unspecified)	0%	-18%	-12%	14%	-29%	-5	13%	-9
CCC(C)NC(=O)CSc1nc2c(sc3ccccc32)c(=O)n1CCCN1CCOCC1 (stereo unspecified)	-6%	12%	/	2%	-3%	-3	2%	-25
O=C1CCN(Cc2ccccc2)CCN1[C@H](CO)Cc1ccccc1	-29%	-5%	1%	-6%	-3%	15	7%	-12
